EPAC1 antagonist = antagonists of human EPAC1 | EPAC1 GEF assay, Rap1b-BODIPY-GDP exchange fluorescence | Potency, µM (titrated, usually from 115 µM), for the others: top-dose activity change, negative = inhibition, usual class: inhibitors | hit rate 0.14% among 360,000 | AID 720709;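 also: potency is read from the fitted curve at half-maximal effect; plate controls were vehicle for no effect and positive control for full effect; nearly all actives have a fitted effect of over 50% in size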
EPAC2 antag = blocks human EPAC2 exchange factor. hit rate 0.18% among 360,000. EPAC2 GEF exchange of Rap1B-BODIPY-GDP, fluorescence. AID 720708. Potency, µM (titrated, usually from 114 µM), for inactives: top-dose activity, negative = inhibition, usual class: inhibitors; also: potency is read from the fitted curve at half-maximal effect; % is scaled to controls: 0 for no effect and ±100 for the full control effect; nearly all actives have a fitted effect of over 45% in size; many of its hits are not listed in these tables
EPAC1 agonist = agonists of human EPAC1; O95398; EPAC1 agonist qHTS, biochemical assay; response scale: 100% = response to 6.5 mM cAMP; Potency, µM (highest dose often 154 µM), inactives show top-dose activation, usual class: activators; hit rate 0.073% among 360,000; AID 720707; also: potency is read from the fitted curve at half-maximal effect; nearly all actives have a fitted effect of over 60% in size
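Nucleotide exchange by EPAC1 (100 nM) on Rap1B–BODIPY-GDP (250 nM) in the presence of 50 uM GDP is tracked fluorescently at 480/540 nm over 30 min. Signals are normalized to a 6.5 mM cAMP control.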
PI5P4Ka inh = PI5P4K alpha (human) kinase inhibition | max response, % | PI5P4Kalpha enzyme, ADP-Glo luminescence, 60 min; active compounds read low | P48426 | hit rate 1.2% among 330,000; active = max response of -50% or lower; inconclusive = between -30% and -50%; inactive = -30% or higher; also: value at the top dose of about 77 µM; % is scaled to controls: 0 for no effect and ±100 for the full control effect
Target sequence (P48426 whole entry, looked up): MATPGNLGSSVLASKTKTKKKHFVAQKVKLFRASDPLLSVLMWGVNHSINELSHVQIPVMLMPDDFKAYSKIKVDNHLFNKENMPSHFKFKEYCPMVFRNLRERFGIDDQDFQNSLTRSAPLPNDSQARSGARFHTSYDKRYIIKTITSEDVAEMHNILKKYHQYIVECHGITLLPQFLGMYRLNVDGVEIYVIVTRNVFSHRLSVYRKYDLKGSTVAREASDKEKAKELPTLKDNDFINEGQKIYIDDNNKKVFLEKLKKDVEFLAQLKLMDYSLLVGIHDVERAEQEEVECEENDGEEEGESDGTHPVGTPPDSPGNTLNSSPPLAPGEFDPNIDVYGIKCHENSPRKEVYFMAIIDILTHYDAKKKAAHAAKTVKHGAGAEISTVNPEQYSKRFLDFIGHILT
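Reactions run in 0.038 M HEPES pH 7.4, 0.28 mM EGTA, 0.1% CHAPS and 5% DMSO, with PI5P4Kalpha, substrate, compound and 5 microM ATP final, one hour at room temperature. Readout is ADP-Glo luminescence.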
PLK1 PBD block = blocks phosphopeptide binding to human PLK1 polo-box domain; P53350; Plk1 PBD binding of FITC phosphopeptide, fluorescence polarization; Potency, µM, for the others: max response, negative = inhibition, hits mostly inhibitors; hit rate 2.8% among 360,000; AID 720504; also: potency is read from the fitted curve at half-maximal effect; series mostly up to about 57 µM; % is scaled to controls: 0 for no effect and ±100 for the full control effect; nearly all actives have a fitted effect of over 65% in size
Target sequence (P53350 whole entry, looked up, the tested form may be a part): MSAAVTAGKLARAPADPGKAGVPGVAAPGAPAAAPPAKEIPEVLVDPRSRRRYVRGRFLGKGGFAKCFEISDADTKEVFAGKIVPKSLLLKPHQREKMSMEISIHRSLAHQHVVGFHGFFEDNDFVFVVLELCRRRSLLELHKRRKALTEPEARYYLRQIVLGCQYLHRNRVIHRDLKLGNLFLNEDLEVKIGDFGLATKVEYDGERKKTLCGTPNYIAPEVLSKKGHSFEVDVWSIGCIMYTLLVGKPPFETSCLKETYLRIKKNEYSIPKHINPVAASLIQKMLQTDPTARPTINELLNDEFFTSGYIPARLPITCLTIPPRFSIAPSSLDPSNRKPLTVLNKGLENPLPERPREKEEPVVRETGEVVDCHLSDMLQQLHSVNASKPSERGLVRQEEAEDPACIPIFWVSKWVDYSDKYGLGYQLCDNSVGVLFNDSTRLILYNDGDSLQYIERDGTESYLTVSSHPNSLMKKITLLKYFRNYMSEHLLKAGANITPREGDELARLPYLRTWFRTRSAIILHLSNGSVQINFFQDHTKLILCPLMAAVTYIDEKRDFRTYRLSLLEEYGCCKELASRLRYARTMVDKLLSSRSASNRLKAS
CCT chaperon mod = cytosolic chaperonin activity modulation | activity change, % (test concentration not listed), hits read low | hit rate 0.3% among 360,000 | purified chaperonin ATPase assay, HTRF ADP detection, 30 min; in the data active = activity change below about -30%; also: % is scaled to controls: 0 for no effect and ±100 for the full control effect
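TRiC (40 or 20 nM final, by batch activity) in 30 mM Tris pH 7.4, 100 mM KCl, 5 mM MgCl2, 1 mM DTT was treated with compound at 76 uM single dose, then 10 uM ATP, 30 min at 37 °C. ADP was read by HTRF Transcreener.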
WRN helicase inh = WRN helicase (human) inhibition | AID 651768 | Q14191 | WRN helicase unwinding, fluorescent forked duplex, kinetic | hit rate 0.46% among 360,000 | Potency, µM (doses to about 114 µM), without a hit: at the top dose activity change, negative = inhibition, most hits filed as inhibitors; also: potency is read from the fitted curve at half-maximal effect; % is scaled to controls: 0 for no effect and ±100 for the full control effect; nearly all actives have a fitted effect of over 55% in size
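Enzyme (20 nM final) and test compound sit together 15 min at room temperature before substrate addition. Substrate is a single-forked duplex oligonucleotide (100 nM) labelled with fluorophore and quencher, with 2 mM ATP; helicase unwinding raises red fluorescence, read kinetically.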
MmCpn inh = inhibitors of Methanococcus maripaludis chaperonin (MmCpn); purified Mm-Cpn ATPase, ADP Transcreener TR-FRET; Potency, µM (titrated, usually from 76.9 µM), inactives show top-dose activity, negative = inhibition, most hits filed as inhibitors; hit rate 0.031% among 330,000; also: potency is read from the fitted curve at half-maximal effect; % is scaled to controls: 0 for no effect and ±100 for the full control effect; nearly all actives have a fitted effect of over 80% in size
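25 nM Mm-CPN + cpd, 10 min 37°C; + 10 uM ATP, 30 min 37°C; buffer 30 mM Tris pH 7.4, 100 mM KCl, 5 mM MgCl2, 1 mM DTT; Transcreener ADP HTRF detection 30 min RT.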
* = called active by the depositor; ? = inconclusive; . = no result given; [ ] = dose if it differs, or a comment. Unless noted, calls follow the shape of the dose curve; as a rule, active = well fitted curve in the direction sought with a large enough effect; inconclusive = small, poorly fitted or top-dose-only effect, or another doubt; inactive = no such curve, though single readings can be large; an effect the other way counts as inactive or inconclusive.

#1 COc1ccc(NC(=O)COC(=O)CC2CCCCC2)cc1
#2 Cc1cc(-c2nnc(SCC(=O)N3C(C)CCCC3C)o2)no1 (stereo not given)
#3 O=C(NCc1ccccc1Cl)c1ccncc1
#4 CCOc1ccccc1NC(=O)N1CCC(n2nnc3cc(C)ccc32)CC1
#5 O=C(/C=C/c1ccccc1)NNC(=O)c1cccc(Cl)c1
#6 CC1CCC(NC(=O)C2CC(O)CN2S(=O)(=O)c2ccc([N+](=O)[O-])cc2)CC1 (stereo not given)

screen / no.	1	2	3	4	5	6
EPAC1 antagonist	2%	10%	18%	-5%	6%	-2%
EPAC2 antag	1%	11%	14%	2%	10%	4%
EPAC1 agonist	-1%	1%	1%	2%	-5%	13%
PI5P4Ka inh	2	.	2	0	.	-1
PLK1 PBD block	-3%	-4%	-11%	-7%	1%	-3%
CCT chaperon mod	0.9	0.4	-3.2	-15	-2.3	0.2
WRN helicase inh	-4%	0%	2%	-4%	5%	-1%
MmCpn inh	1%	1%	1%	0%	2%	-1%

#7 Cc1ccc(C(=O)C2CCOC(C)(C)C2)cc1 (stereo not given)
#8 O=C(COC(=O)c1cccc(Br)c1)NCC1CCCO1 (stereo not given)
#9 COc1ccc(NC(=O)C2CC(=O)N(Cc3ccc(C)cc3)C2)cc1S(=O)(=O)N1CCCCC1 (stereo not given)
#10 CC1CCCC(NC(=O)COC(=O)C2=COCCO2)C1C (stereo not given)
#11 COc1ccc(CNC(=O)COC(=O)c2ccc(Br)cc2)cc1
#12 O=C(NNC1=NS(=O)(=O)c2ccccc21)C1CC(=O)N(c2ccccc2)C1 (stereo not given)

screen / no.	7	8	9	10	11	12
EPAC1 antagonist	1%	0%	-2%	3%	-2%	15%
EPAC2 antag	25%	16%	6%	2%	1%	1%
EPAC1 agonist	2%	-2%	-11%	1%	5%	-9%
PI5P4Ka inh	1	-5	3	-6	4	-4
PLK1 PBD block	-2%	2%	-11%	-3%	-21%	-2%
CCT chaperon mod	-3.3	-0.5	0.4	-1.2	-1.0	-1.4
WRN helicase inh	5%	3%	-1%	5%	1%	-17%
MmCpn inh	0%	-3%	2%	.	-3%	-2%

#13 CCCc1nc2ccc(NC(=O)c3ccco3)cc2c(=O)n1Cc1ccccc1Cl
#14 CC(C)c1ccc2[nH]c3c(c2c1)[C@@H]1CCN2C(=O)CCC[C@H](C3)[C@H]12
#15 Cc1ccc(N=C2CCCCCN2C)c(C#N)c1
#16 COc1cccc(C2C(=O)N(C3CCCCC3)CC(=O)N2Cc2ccc(F)cc2)c1 (stereo not given)
#17 O=C1CCC(OCc2ccccc2)CCN1CC[C@@H](Sc1ccccc1)c1ccccc1 (stereo not given in full)
#18 CCOC(=O)C[C@H]1c2cc(F)ccc2S(=O)(=O)N1C(C)C

screen / no.	13	14	15	16	17	18
EPAC1 antagonist	-8%	-5%	-10%	2%	-7%	8%
EPAC2 antag	-5%	1%	-2%	-4%	0%	6%
EPAC1 agonist	5%	-4%	-4%	15%	-1%	-1%
PI5P4Ka inh	3	11	1	.	10	-4
PLK1 PBD block	-11%	-9%	-11%	2%	-16%	6%
CCT chaperon mod	2.5	-0.2	0.1	-2.0	-0.6	0.1
WRN helicase inh	-10%	0%	-3%	-4%	-6%	17%
MmCpn inh	0%	1%	2%	-4%	.	.

Full records from above. Order of screens: EPAC1 antagonist, EPAC2 antag, EPAC1 agonist, PI5P4Ka inh, PLK1 PBD block, CCT chaperon mod, WRN helicase inh, MmCpn inh
Cc1ccc(N=C2CCCCCN2C)c(C#N)c1 reads -10%, -2%, -4%, 1, -11%, 0.1, -3%, 2%
CCOC(=O)C[C@H]1c2cc(F)ccc2S(=O)(=O)N1C(C)C reads 8%, 6%, -1%, -4, 6%, 0.1, 17%, .
O=C1CCC(OCc2ccccc2)CCN1CC[C@@H](Sc1ccccc1)c1ccccc1 (stereo not given in full) reads -7%, 0%, -1%, 10, -16%, -0.6, -6%, .
CCCc1nc2ccc(NC(=O)c3ccco3)cc2c(=O)n1Cc1ccccc1Cl reads -8%, -5%, 5%, 3, -11%, 2.5, -10%, 0%
COc1cccc(C2C(=O)N(C3CCCCC3)CC(=O)N2Cc2ccc(F)cc2)c1 (stereo not given) reads 2%, -4%, 15%, ., 2%, -2.0, -4%, -4%

More records
#19 CCc1nnc(NS(=O)(=O)c2ccc(N=CC3=C(O)CC(C)(C)CC3=O)cc2)s1
#20 OCC1(Cc2ccccc2C(F)(F)F)CCN(Cc2cccc3cnccc23)CC1
#21 COc1ccc(Nc2nc(C)cc(C)c2C#N)cc1
#22 O=C(CSc1nc2ccccc2c(=O)n1-c1ccc(F)cc1)NC1CC1
#23 O=[N+]([O-])c1ccc(N2CCN(S(=O)(=O)c3ccc(Cl)c(Cl)c3)CC2)cc1NCCN1CCOCC1
#24 CN(C)c1nc(C(=O)NN)nc(N(C)C)n1

screen / no.	19	20	21	22	23	24
EPAC1 antagonist	-7%	-1%	6%	23%	-15%	9%
EPAC2 antag	9%	-5%	12%	5%	-21%	1%
EPAC1 agonist	-5%	4%	-9%	-4%	-6%	-3%
PI5P4Ka inh	-6	2	4	1	1	.
PLK1 PBD block	0%	-16%	-1%	-2%	-4%	-8%
CCT chaperon mod	1.6	1.3	1.1	0.1	-1.6	-0.2
WRN helicase inh	0%	-21%	-11%	10%	-8%	-3%
MmCpn inh	-1%	1%	0%	-1%	1%	3%

#25 CC(=O)N1CCCc2cc(S(=O)(=O)N3CCCC(C(=O)NCc4ccc(Cl)cc4)C3)ccc21 (stereo not given)
#26 O=C(CSc1nc2ccccc2c(=O)n1-c1ccc(Cl)c(Cl)c1)Nc1ccc2c(c1)CCC2
#27 CCN1CCN(CCCNC(=O)C(=O)c2c(C)[nH]c3ccccc23)CC1
#28 COc1ccc(C(C)C)cc1S(=O)(=O)N1CCN(c2ccccc2)CC1
#29 CC(=O)N1CCc2cc(S(=O)(=O)N3CC(C)CC(C)C3)ccc21 (stereo not given)
#30 O=C(CSc1nc2ccccc2c(=O)[nH]1)Nc1ccc(Br)cc1

screen / no.	25	26	27	28	29	30
EPAC1 antagonist	-8%	4%	1%	3%	6%	-5%
EPAC2 antag	-2%	6%	-16%	-12%	-4%	1%
EPAC1 agonist	10%	-5%	-4%	4%	9%	-4%
PI5P4Ka inh	1	-5	2	3	1	-1
PLK1 PBD block	-3%	-6%	5%	1%	2%	-1%
CCT chaperon mod	0.9	-0.2	2.7	-2.6	-1.5	-1.3
WRN helicase inh	-10%	-4%	5%	1%	2%	11%
MmCpn inh	1%	.	2%	1%	-3%	-5%

#31 COc1cc(C(=O)N2CCCC(c3cc(C(=O)NCc4ccc(F)cc4)no3)C2)cc(OC)c1C (stereo not given)
#32 Cc1ccccc1NC(=O)CN1CCOCC1
#33 O=C(c1ccco1)N1CCN(C(=O)c2ccc(-c3ccccc3Cl)o2)CC1
#34 COc1ccccc1NC(=O)c1nn(C)c(C(=O)Nc2ccccc2OC)c1[N+](=O)[O-]
#35 O=C(Cc1ccccc1)N[C@@H](Cc1ccccc1)c1nc2ccccc2[nH]1
#36 Oc1c(CN2CCCC(C(F)(F)F)C2)cc(Cl)c2ccccc12 (stereo not given)

screen / no.	31	32	33	34	35	36
EPAC1 antagonist	-3%	-14%	28%	-25%	18%	4%
EPAC2 antag	-15%	2%	-14%	-19%	14%[57.1 µM]	-8%
EPAC1 agonist	-2%	13%	-7%	12%	-4%	-3%
PI5P4Ka inh	0	-10	-8	0	0	1
PLK1 PBD block	-4%	-3%	-16%	6%	-6%	-9%
CCT chaperon mod	-0.6	-4.9	-1.2	1.4	2.7	1.9
WRN helicase inh	-3%	8%	-1%	-10%	-5%	5%
MmCpn inh	.	-1%	-6%	2%	-1%	-2%

#37 COc1ccccc1CNS(=O)(=O)c1ccc2c(c1)N(C(C)=O)CCO2
#38 O=S(=O)(Nc1cccc(-c2nnco2)c1)c1ccc(F)cc1F
#39 CC(=O)c1c(C)[nH]c(C(=O)N(CCc2ccccc2)Cc2ccccc2)c1C
#40 COc1ccc(C2C(C(N)=O)=C(C)Nc3nc(CCCO)nn32)cc1 (stereo not given)
#41 O=S(=O)(NCC1CCCO1)c1ccccc1F (stereo not given)
#42 CCOc1cccc(CN2CCN(Cc3ccc(C)o3)C(CCO)C2)c1O (stereo not given)

screen / no.	37	38	39	40	41	42
EPAC1 antagonist	1%	-4%	9%	0%	-14%	15%
EPAC2 antag	-2%	4%	-14%	-6%	1%	14%
EPAC1 agonist	-7%	6%	5%	2%	2%	-4%
PI5P4Ka inh	7	0	2	-9	2	-4
PLK1 PBD block	?	2%	-13%	7%	-2%	-3%
CCT chaperon mod	-0.5	-0.4	-3.8	-3.9	-3.1	1.1
WRN helicase inh	-3%	0%	-4%	8%	-12%	1%
MmCpn inh	-2%	-3%	4%	0%	-2%	2%

#43 C=CCn1c(SCC(=O)Nc2nnc(C)s2)nnc1-c1cccnc1
#44 CC1CC(C)CN(C(=O)c2ccc(CNc3c(N4CCCC4)c(=O)c3=O)cc2)C1 (stereo not given)
#45 O=C(c1ccco1)N1CCN(c2ncnc3c(-c4ccc(Cl)cc4)nsc23)CC1
#46 CC1CN(C(=O)c2cccc(S(=O)(=O)Nc3ccccc3Cl)c2)CC(C)O1 (stereo not given)
#47 CC(NC(=O)COC(=O)C1=COCCO1)C12CC3CC(CC(C3)C1)C2 (stereo not given)
#48 O=C(c1ccc2c(c1)OCO2)N1CCC2(CC1)Oc1ccc(Cl)cc1C(=O)C21CC(c2ccccc2)=NO1 (stereo not given)
#49 CCCCN(C(=O)c1[nH]c(C)c(C(=O)OCC)c1C)c1c(N)n(CCCC)c(=O)[nH]c1=O

screen / no.	43	44	45	46	47	48	49
EPAC1 antagonist	8%	9%	1%	-29%	-15%	-17%	-2%
EPAC2 antag	-17%	0%	1%	-1%	6%	7%	15%
EPAC1 agonist	-1%	5%	13%	2%	-13%	-4%	24%
PI5P4Ka inh	-7	-5	-6	1	3	1	-4
PLK1 PBD block	21µM*	3%	-7%	-5%	?	-5%	-8%
CCT chaperon mod	3.3	-1.5	1.2	-1.3	-3.4	-2.1	5.3
WRN helicase inh	0%	-4%	-6%	-11%	-3%	11%	-12%
MmCpn inh	1%	0%	-7%	-4%	-1%	-3%	1%

Compound activity: PubChem, National Center for Advancing Translational Sciences (NCATS)

Not all compounds are listed; the hit share may differ from the screen's.
